Source: PubChem BioAssay (National Center for Advancing Translational Sciences (NCATS))
p53null 32C kill: qHTS Screen for Compounds that Selectively Target Cancer Cells with p53 Mutations: Cytotoxicity of p53 Null Cells at the Permissive Temperature; H1299-neo p53 null cells, ATP luminescence, 24 h, 32C; Potency, µM (titrated, usually from 46.1 µM), without a hit: at the top dose activity change, negative = cytotoxicity, hits mostly cytotoxic; 55,000 tested, 0.62% active; AID 903, 2007;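 note: potency is the fitted concentration of half-maximal effect; 0% = DMSO only and -100% = full killing by 100 µM tamoxifen; nearly all actives have a fitted effect of over 55% in size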
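We seeded p53-null H1299-neo cells, incubated them overnight at 37C, and added compounds across a range up to 46 uM. After 24 hours at 32C, ATP reagent was applied for 20 min at room temperature and luminescence recorded.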
p53null 39C tox: qHTS Screen for Compounds that Selectively Target Cancer Cells with p53 Mutations: Cytotoxicity of p53 Null Cells at the Nonpermissive Temperature; H1299 p53-null (neo) cells, 39C, ATPlite viability, 24 h; Potency, µM (titrated, usually from 46.1 µM), without a hit: at the highest dose activity, negative = cell killing, usual class: cytotoxic; 55,000 tested, 0.97% active;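 note: potency is the fitted concentration of half-maximal effect; 0% = DMSO only and -100% = full killing by 100 µM tamoxifen; nearly all actives have a fitted effect of over 50% in size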
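Luminescent ATP signal reported cell survival after H1299 lines (neo, p53 null; or p53 A138V) received up to 46 uM compound and 24 hr incubation at 39C.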
TSG101-PTAP inh: qHTS Validation Assay for Inhibitors of HIV-1 Budding by Blocking the Interaction of PTAP/TSG101: Sytravon Library Screen; Tumor susceptibility gene 101 protein (Homo sapiens), Q99816; Fluorescence polarization, FITC-PTAP peptide/Tsg101, 20 min; Potency, µM (titrated, usually from 115 µM), without a hit: at the top dose activity change, negative = inhibition, actives largely listed as inhibitors; 44,000 tested, under 10 active; AID 1347069, 2019; note: potency is the fitted concentration of half-maximal effect; 0% is about no effect
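FITC-labeled PTAP peptide (50 nM final) binding to Tsg101 binding domain (10 uM final) read by fluorescence polarization after 20 min at r.t. in HEPES pH 7.5 buffer. Actives by CRC class, <25 µM.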
B2AR arrestin ag: qHTS assay of beta-arrestin-biased ligands of beta2-adrenergic receptor: NCGC Sytravon Library Screen; 44,000 tested, under 10 active; Beta-2 adrenergic receptor (Homo sapiens), P07550; HTLA Tango cells, beta-arrestin recruitment, luciferase luminescence, 18 h; Potency, µM (titrated, usually from 46.1 µM), for the others: top-dose activation, usual class: activators; AID 1347077, 2019;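 note: potency is the fitted concentration of half-maximal effect; 0% = DMSO and full agonism = EC100 isoproterenol or metaproterenol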
Target sequence (P07550 whole entry, looked up): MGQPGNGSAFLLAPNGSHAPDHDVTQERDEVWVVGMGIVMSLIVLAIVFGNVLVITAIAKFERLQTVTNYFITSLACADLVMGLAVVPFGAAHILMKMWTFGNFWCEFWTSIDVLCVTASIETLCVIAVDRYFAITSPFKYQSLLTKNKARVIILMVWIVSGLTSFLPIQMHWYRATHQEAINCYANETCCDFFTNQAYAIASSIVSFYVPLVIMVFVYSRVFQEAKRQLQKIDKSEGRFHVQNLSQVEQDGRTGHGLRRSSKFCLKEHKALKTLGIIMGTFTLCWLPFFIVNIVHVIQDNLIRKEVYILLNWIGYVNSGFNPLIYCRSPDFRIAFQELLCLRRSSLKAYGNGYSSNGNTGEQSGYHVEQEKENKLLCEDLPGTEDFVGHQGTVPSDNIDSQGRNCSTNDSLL
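Ligand-induced beta-arrestin recruitment to recombinant beta2-AR is measured via a tTA-driven luciferase reporter in Tango cells after 18 hr compound exposure at 37 degrees C. Concentrations span up to 46 microM.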
GALK inhibitor: qHTS Assay for Inhibitors of Human Galactokinase (GALK): NCGC Sytravon Library Screen; P51570; recombinant GALK, Kinase-Glo ATP luminescence, 1 h; Potency, µM (series often up to 57.5 µM), inactives show at the highest dose activity, negative = inhibition, actives largely listed as inhibitors; 44,000 tested, under 10 active;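 note: plate controls were full GALK reaction for no effect and reaction lacking GALK for full effect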
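5 nM GALK with 35 µM ATP and 100 µM galactose in HEPES pH 8.0, MgCl2, NaCl, DTT, BSA; 1 h RT reaction, remaining ATP detected by Kinase-Glo Plus luminescence after 10 min; qHTS concentration series.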
FH mod: Identification of activators of human fumarate hydratase by quantitative high-throughput screening | Fumarate hydratase, mitochondrial (Homo sapiens), P07954 | Potency, µM (doses to about 79.9 µM), without a hit: at the highest dose activity change, negative = inhibition, hits mostly inhibitors | 54,000 tested, 0.22% active | FH coupled MDH/diaphorase resazurin fluorescence, 15 min; note: potency is the fitted concentration of half-maximal effect; % is set by controls: 0 for no effect and ±100 for the full control effect; the screen sought activators but most active calls are inhibition curves; nearly all actives have a fitted effect of over 45% in size
Target sequence (P07954 whole entry, looked up): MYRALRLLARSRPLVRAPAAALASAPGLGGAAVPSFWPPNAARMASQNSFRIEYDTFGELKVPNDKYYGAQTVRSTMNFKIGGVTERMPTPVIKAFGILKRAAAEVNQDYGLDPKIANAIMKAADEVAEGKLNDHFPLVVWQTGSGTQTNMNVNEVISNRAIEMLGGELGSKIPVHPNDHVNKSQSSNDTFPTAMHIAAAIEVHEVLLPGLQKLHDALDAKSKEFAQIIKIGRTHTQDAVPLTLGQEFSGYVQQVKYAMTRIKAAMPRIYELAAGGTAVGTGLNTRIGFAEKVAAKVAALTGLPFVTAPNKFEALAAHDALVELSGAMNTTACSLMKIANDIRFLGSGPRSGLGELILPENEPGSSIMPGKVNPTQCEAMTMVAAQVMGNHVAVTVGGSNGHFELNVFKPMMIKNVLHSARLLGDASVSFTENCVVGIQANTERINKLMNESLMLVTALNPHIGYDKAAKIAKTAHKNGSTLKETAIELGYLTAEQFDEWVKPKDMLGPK
NTMT1 inhibitor: Primary qHTS for Inhibitors of N-terminal methyltransferase 1 (NTMT1): MTaseGlo Assay. N-terminal Xaa-Pro-Lys N-methyltransferase 1 (Homo sapiens), Q9BV86. NTMT1 MTase-Glo SAH luminescence, purified enzyme. Potency, µM (doses to about 114 µM), without a hit: top-dose activity change, negative = inhibition, actives largely listed as inhibitors. 59,000 tested, 2.5% active;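 note: potency is the fitted concentration of half-maximal effect; plate controls were DMSO vehicle for no effect and no enzyme for full effect; nearly all actives have a fitted effect of over 65% in size; many of its hits are not listed in these tables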
* hit, by the source's call; ? = inconclusive; . = no result given. Calls come from the whole dose curve; as a rule, active = well fitted curve in the direction sought with a large enough effect; inconclusive = small, poorly fitted or top-dose-only effect, or another doubt; inactive = no such curve, though single readings can be large; an effect the other way counts as inactive or inconclusive.

SMILES	p53null 32C kill	p53null 39C tox	TSG101-PTAP inh	B2AR arrestin ag	GALK inhibitor	FH mod	NTMT1 inhibitor
Cc1ccc2nc(N(Cc3cccnc3)C(=O)C3CCCCC3)sc2c1	8%	6%	0%	-4%	2%	?	-5%
Cc1ccc(Cl)cc1-n1ncc2c(Nc3cccc(C)c3C)ncnc21	27%	15%	-3%	-2%	3%	?	5.6µM*
CCc1cnc2c(c1SCC(=O)NCc1ccc(F)cc1)c(=O)n(C)c(=O)n2C	1%	15%	-11%	0%	2%	2%	-4%
Cc1ccc2nc(CSc3nnc(NC(=O)c4ccc(C(C)(C)C)cc4)s3)cc(=O)n2c1	-2%	-8%	1%	-1%	4%	5%	9%
CC(C)Oc1ccc(CNC(=O)CCCN2C(=O)CCn3nc(-c4cccn4C)cc32)cc1	13%	-28%	0%	0%	1%	-8%	-6%
O=C(CSc1nccn1C1CCCC1)Nc1ccc(C(F)(F)F)cc1	-7%	1%	-4%	-2%	1%	-12%	2%
CC(NC(=O)c1ccc(NC(=O)c2nsc3ccccc23)cc1)c1ccccc1 (configuration not stated)	?	?	-2%	0%	0%	4%	?
CCCCNC(=O)CSc1nc2cc3c(cc2c(=O)n1CCCC(=O)NCc1ccc2c(c1)OCO2)OCO3	4%	-1%	1%	-2%	-2%	-1%	-7%
O=C(NCCC1=CCCCC1)C1CCN(C(=O)N2CCOc3ccccc32)CC1	1%	-15%	0%	1%	-2%	6%	-1%
O=C(Nc1ccccc1)c1cnc(N2CCCCC2)c2ccccc12	-4%	8%	-2%	-1%	4%	-14%	-9%
Cc1cc(C)cc(N2C(=O)CS(=O)(=O)C23C(=O)N(Cc2ccc(F)cc2)c2ccc(C)cc23)c1 (configuration not stated)	9%	-1%	-3%	3%	-7%	-14%	4%
CCc1cccc(NC(=O)C(Cc2ccccc2)NS(=O)(=O)c2cccs2)c1 (configuration not stated)	-7%	22%	1%	0%	1%	-12%	6%
O=c1ccc2cc(S(=O)(=O)Nc3ccc(OC(F)(F)F)cc3)ccc2[nH]1	-4%	-21%	1%	0%	6%	5%	11%
Cc1ccccc1Nc1nnc(-c2ccc(C)c(S(=O)(=O)N3CCN(C)CC3)c2)c2ccccc12	10%	4%	-5%	1%	-15%	-19%	12%
CCn1c(=O)cc(SCC(=O)N2CCN(c3ccccc3F)CC2)c2ccccc21	0%	-19%	-8%	-2%	9%	-18%	25%
CCCCCNC(=O)C1CCC(Cn2c(=O)c3sccc3n(CC)c2=O)CC1 (configuration not stated)	8%	-1%	1%	1%	0%	-14%	-2%
Cc1ccc(NC(=O)CCn2nc(-c3ccccc3)c3ccccc3c2=O)c(C)c1	3%	-1%	1%	-2%	2%	.	.
COc1cccc(C2CC(=O)Nc3c2ccc(C)c3C)c1OC (configuration not stated)	7%	1%	0%	-2%	2%	-6%	-20%
CCCn1c2ccccc2c2cnn(CC(=O)N(CCCOC)Cc3ccco3)c(=O)c21	-9%	-19%	-6%	1%	0%	-8%	?
COc1ccc(NC(=O)CSc2ncc3c(n2)-c2cc(Cl)ccc2N(Cc2ccccc2F)S3(=O)=O)cc1	1%	-23%	5%	0%	1%	5%	8%
Cc1nn(-c2ccccc2)c(OC(=O)c2ccc(F)cc2)c1S(=O)(=O)c1ccccc1	3%	5%	1%	1%	-9%	-1%	21%
COc1cc(C)cc2oc(=O)c(CC(=O)NCc3cccc(Cl)c3)c(C)c12	5%	-17%	0%	1%	-3%	.	.
Cc1nnc(N2CCC(C(=O)NC3CCCCC3)CC2)c2nn(-c3ccc(Cl)cc3)c(C)c12	3%	9%	-2%	0%	3%	2%	-5%
Cc1cc(Cl)ccc1NC(=O)CN1C(=O)CSc2ccc(S(=O)(=O)N(C)C)cc21	5%	-17%	0%	1%	-2%	-15%	?
Cc1cc(C)c(NC(=O)CSc2nc3ccccc3c3nc(-c4ccccc4)nn23)c(C)c1	-6%	3%	-3%	-1%	-1%	-13%	2%

Structures listed so far that contain a thiophene ring, fused or not (2):
SMILES	p53null 32C kill	p53null 39C tox	TSG101-PTAP inh	B2AR arrestin ag	GALK inhibitor	FH mod	NTMT1 inhibitor
CCc1cccc(NC(=O)C(Cc2ccccc2)NS(=O)(=O)c2cccs2)c1 (configuration not stated)	-7%	22%	1%	0%	1%	-12%	6%
CCCCCNC(=O)C1CCC(Cn2c(=O)c3sccc3n(CC)c2=O)CC1 (configuration not stated)	8%	-1%	1%	1%	0%	-14%	-2%

Reprinted at random: 2 records from the list
SMILES	p53null 32C kill	p53null 39C tox	TSG101-PTAP inh	B2AR arrestin ag	GALK inhibitor	FH mod	NTMT1 inhibitor
CCCCNC(=O)CSc1nc2cc3c(cc2c(=O)n1CCCC(=O)NCc1ccc2c(c1)OCO2)OCO3	4%	-1%	1%	-2%	-2%	-1%	-7%
Cc1ccc2nc(CSc3nnc(NC(=O)c4ccc(C(C)(C)C)cc4)s3)cc(=O)n2c1	-2%	-8%	1%	-1%	4%	5%	9%

(cont.)
SMILES	p53null 32C kill	p53null 39C tox	TSG101-PTAP inh	B2AR arrestin ag	GALK inhibitor	FH mod	NTMT1 inhibitor
CCOc1cc2[nH]c(=O)n(CCCCC(=O)N3CCN(c4ccccc4)CC3)c(=O)c2cc1OCC	-5%	4%	0%	-3%	0%	2%	19%
CCOc1cccc(CC(=O)N2CCc3c([nH]c4ccccc34)C2c2ccc(OC)cc2)c1OCC (configuration not stated)	17%	3%	-3%	0%	-3%	-25%	6%
CCOc1ccccc1CN1C(=O)c2ccccc2C1C(=O)NC1CCCCCC1 (configuration not stated)	6%	-4%	-2%	-2%	-1%	-5%	-1%
CCCS(=O)(=O)NCCc1csc2nc(-c3ccc(OC)cc3)nn12	-10%	?	2%	-3%	-1%	-25%	-7%
CCn1ccc2cc(S(=O)(=O)N3CCC(C(=O)NCC(C)c4ccccc4)CC3)ccc21 (configuration not stated)	1%	1%	1%	2%	-2%	?	11%
CCCCCNC(=O)C1CCC(Cn2c(=O)c3sccc3n(CC(=O)NCc3cccc(OC)c3OC)c2=O)CC1 (configuration not stated)	8%	16%	-1%	-2%	0%	7%	-7%
CC(=O)N1CCc2cc(Br)cc(S(=O)(=O)CCC(=O)N3CCN(c4ccccc4)CC3)c21	0%	-14%	-6%	1%	2%	-1%	?
CCc1ccc(CNC(=O)c2ccc(NC(=O)N3CC(C)Sc4ccccc43)cc2)cc1 (configuration not stated)	16%	2%	3%	-3%	4%	-28%	6%
CNC(=O)c1c[nH]c2ccc(S(=O)(=O)Nc3cccc(Cl)c3C)cc2c1=O	?	?	1%	0%	1%	-10%	-2%
COc1ccc(Cn2c(C(=O)O)c(CNCc3ccc(C)o3)c3ccc(OC)cc32)cc1	-9%	-12%	1%	0%	1%	-15%	-1%
COc1ccc(NS(=O)(=O)c2ccc3c(c2)CCN3C(=O)C2CC2)cc1OC	5%	-3%	-6%	0%	-1%	0%	-1%
Cc1ccccc1NC(=O)CSc1nc(-c2cccs2)nc2cc(=O)[nH]n12	6%	-9%	-6%	2%	-3%	-9%	?
CCN(CC)CCCNC(=O)CN1C(=O)CCn2nc(-c3cn(C)c4ccccc34)cc21	4%	-20%	-2%	1%	2%	3%	-4%
CCc1ccc(NC(=O)c2sc(-n3nc(C)c(CCC(C)C)c3C)nc2C)cc1	-10%	10%	-6%	-3%	-11%	-16%	5%
O=C(Nc1cc(-c2ccccc2F)nn1-c1ccccc1)c1ccccc1Br	-4%	7%	-5%	0%	-1%	2%	10%
CCOC(=O)CC(NC(=O)Cn1nnc(-c2ccc(Cl)cc2)n1)c1ccc(OC)cc1 (configuration not stated)	-12%	-10%	-2%	0%	-4%	3%	9%
Cc1cccc(-c2nnc(SCC(=O)N3CCCc4ccccc43)o2)c1	2%	-19%	1%	-2%	0%	-9%	-2%
COCCn1c(CNC(=O)c2cccc(C)c2)nc2cccnc21	4%	-21%	0%	0%	2%	0%	3%
COc1cc(NC(=O)CCNS(=O)(=O)c2ccc3c(c2)CCN3C(=O)C2CC2)cc(OC)c1	5%	30%	-1%	-1%	2%	-1%	?
COCCCNC(=O)CSc1nc(-c2ccc(OC)c(OC)c2)[nH]c1-c1ccc(F)cc1	-2%	-18%	-7%	0%	-11%	-7%	4%
COc1ccc2c(c1)cc1c(=O)n(CC(=O)NCc3ccco3)nc(C)n12	-2%	-6%	-2%	0%	-12%	.	.
Cc1ccc(CNC(=O)CCCn2c(=O)c3ccccc3n(CC(=O)Nc3ccc(C)c(C)c3)c2=O)cc1	6%	?	0%	1%	3%	-46%	-3%
Cc1ccc2nc(-c3ccc(Cl)c(NC(=O)COc4ccc([N+](=O)[O-])cc4)c3)oc2c1	3%	-17%	-5%	?	2%	4%	-2%
CCC(=O)N1CCc2cc(S(=O)(=O)CCC(=O)N3CCN(c4ccc(Cl)cc4)CC3)ccc21	17%	-3%	-5%	1%	0%	-22%	3%

3 entries from above, set out differently.
molecule | p53null 32C kill | p53null 39C tox | TSG101-PTAP inh | B2AR arrestin ag | GALK inhibitor | FH mod | NTMT1 inhibitor
O=C(Nc1cc(-c2ccccc2F)nn1-c1ccccc1)c1ccccc1Br | -4% | 7% | -5% | 0% | -1% | 2% | 10%
CCOc1cc2[nH]c(=O)n(CCCCC(=O)N3CCN(c4ccccc4)CC3)c(=O)c2cc1OCC | -5% | 4% | 0% | -3% | 0% | 2% | 19%
COc1ccc(Cn2c(C(=O)O)c(CNCc3ccc(C)o3)c3ccc(OC)cc32)cc1 | -9% | -12% | 1% | 0% | 1% | -15% | -1%

Not all compounds are listed; count on the stated rates, not on these rows.
